FEN1 inhibitor: blocks human flap endonuclease 1; P39748; Recombinant FEN1 flap cleavage, fluorescence, 15 min; Potency, µM (doses to about 114 µM), for inactives: at the highest dose activity change, negative = inhibition, actives largely listed as inhibitors; AID 588795; 390,000 tested, 0.35% active; further: nearly all actives have a fitted effect of over 65% in size
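Nuclease activity of 10 nM FEN1 was measured after 15 min of room-temperature exposure to titrated compounds, by adding 50 nM flap substrate and reading plates at 0 and 15 min.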
DT40 TDP1 CPT: DT40-hTDP1 cell growth loss with CPT | Potency, µM (titrated, usually from 46.2 µM), inactives show top-dose activity change, negative = growth inhibition, usual class: inhibitors | 420,000 tested, 12% active | chicken DT40 Tdp1-/-;hTDP1 cells + 20 nM CPT, ATP luminescence, 48 h; further: nearly all actives have a fitted effect of over 55% in size
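Cell growth measured by CellTiter-Glo luminescence after a minimum 48 h, 37 C compound exposure with 20 nM CPT in Tdp1-knockout DT40 cells stably expressing hTDP1, seeded 400/well; qHTS titration format.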
GCN5L2 inh: blocks human GCN5L2 histone acetyltransferase. Q92830. GCN5L2 HAT assay, ThioGlo1 CoA-SH fluorescence. Potency, µM (highest dose often 58.9 µM), without a hit: at the highest dose activity change, negative = inhibition, usual class: inhibitors. 390,000 tested, 0.21% active. AID 504327
Target sequence (Q92830 whole entry, looked up): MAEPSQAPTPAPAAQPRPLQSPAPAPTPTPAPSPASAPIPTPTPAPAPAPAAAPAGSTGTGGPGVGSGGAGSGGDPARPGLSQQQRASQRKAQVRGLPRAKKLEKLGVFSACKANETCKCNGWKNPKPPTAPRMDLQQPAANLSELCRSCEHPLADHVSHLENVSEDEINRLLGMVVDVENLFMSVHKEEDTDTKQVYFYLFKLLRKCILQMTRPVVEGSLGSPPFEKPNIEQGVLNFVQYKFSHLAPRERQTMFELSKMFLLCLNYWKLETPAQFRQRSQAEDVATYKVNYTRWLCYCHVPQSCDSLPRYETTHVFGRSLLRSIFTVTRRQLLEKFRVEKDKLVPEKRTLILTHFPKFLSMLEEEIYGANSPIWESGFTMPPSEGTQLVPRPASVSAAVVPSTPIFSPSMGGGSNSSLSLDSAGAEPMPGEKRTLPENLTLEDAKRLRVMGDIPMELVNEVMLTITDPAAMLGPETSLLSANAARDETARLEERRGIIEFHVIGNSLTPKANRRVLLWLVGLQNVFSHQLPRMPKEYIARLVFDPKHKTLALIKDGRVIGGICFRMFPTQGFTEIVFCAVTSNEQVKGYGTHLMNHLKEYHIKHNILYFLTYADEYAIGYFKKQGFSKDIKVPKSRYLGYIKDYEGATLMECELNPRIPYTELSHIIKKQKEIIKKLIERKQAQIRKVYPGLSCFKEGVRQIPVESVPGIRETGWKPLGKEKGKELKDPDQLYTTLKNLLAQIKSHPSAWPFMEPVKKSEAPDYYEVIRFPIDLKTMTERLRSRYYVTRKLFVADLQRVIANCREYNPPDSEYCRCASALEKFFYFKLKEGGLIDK
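GCN5L2 (20nM final) in 50mM HEPES, 0.1mM EDTA pH 7.5, 0.01% Tween-20 was preincubated 15 min at room temperature with compound, then given ThioGlo1 (50uM), H3(1-25) peptide (75uM) and acetyl-CoA (70uM); CoA-thiol fluorescence (Ex340/Em540) was read at 0 and 20 min.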
Starred values were filed as active, the others as inactive; ? = inconclusive; nt = no result given; & = joins results of further samples. The call rests on the fitted dose curve; in most records, active means well fitted curve in the direction sought with a large enough effect; inconclusive means small, poorly fitted or top-dose-only effect, or another doubt; inactive means no such curve, though single readings can be large; an effect the other way counts as inactive or inconclusive. On the % scale 0 is the no-effect control and ±100 the full control effect; potency means the concentration at half of the fitted maximal effect. A portion of the library; rates above refer to the full screens.

SMILES	FEN1 inhibitor	DT40 TDP1 CPT	GCN5L2 inh
CCN(CC1CCCN(CCc2cccc(OC)c2)C1)C(=O)c1ccoc1 (stereo unspecified)	-5%	10%	0%
CCCC1=C(C(=O)OCC)C(c2ccc(F)cc2)n2ncnc2N1 (stereo unspecified)	0%	?	-9%
O=C(CCc1ccccc1)NCCCN1CCOCC1	-1%	-12%	1%
CN(C)C(=O)c1ccc(-c2ccc3ncnc(N4CCC(C(=O)O)CC4)c3c2)cc1	nt	-9%	-9%
Cc1ccc2c(c1)N(C(=O)CCC(=O)NCc1ccccc1F)CC(C)O2 (stereo unspecified)	12%	-28%	-6%
CSc1ccc(Cn2nnc(C(=O)Nc3ccc(C)c(C)c3)c2N)cc1	-7%	-24%	4%
COCCNC(=S)Nc1ccc2nc(N3CCN(C)CC3)cc(C)c2c1	8%	-12%	4%
CCOC(=O)COc1c(Br)cc(C2NC(=O)NC(C)=C2C(C)=O)cc1OC (stereo unspecified)	-9%	0%	1%
COc1cccc(NC(=O)N2CCC(NC(=O)C(Cc3ccccc3OC)NC(C)=O)CC2)c1 (stereo unspecified)	0%	9%	-3%
COc1ccc(/C=N/N=C2/NC(=O)CC(C(=O)O)S2)cc1 (stereo unspecified)	-5%	14%	-7%
Cc1cc(C)c2c(n1)sc1c(N3CCCCC3)ncnc12	-17%	?	-3%
Cc1ccc(CN2C(=O)CN(C3CCCCCC3)C(=O)C2c2ccc(F)cc2)cc1 (stereo unspecified)	1%	18µM*	-6%
CC(C)c1ccc(Nc2c([N+](=O)[O-])c(=O)n(C)c3ccccc23)cc1	0%	1%	-11%
CCc1ccc(NC(=O)Cn2c(=O)n(-c3cc(C)cc(C)c3)c(=O)c3oc4ccccc4c32)cc1	-8%	-3%	-5%
COc1ccccc1-c1ccnc2[nH]n(-c3ccccc3)c(=O)c12	-2%	?	-4%
CCCSc1cc(N)cc([N+](=O)[O-])c1	-17%	3%	-5%
COc1cccc(NC(=O)C2CCN(C(=O)NC3CCCCC3)CC2)c1	3%	0%	0%
COc1ccc(NC(=O)c2cccc(S(=O)(=O)N3CCOCC3)c2)cc1	-4%	5%	-3%
COc1ccc(CCC(=O)NO)cc1	-2%	11µM*	nt
CCCCCC(=O)Nc1c(-c2ccc(OC)cc2)c(=O)c2ccccc2n1C	-12%	-13%	-4%
CC1CCN(CCCNC(=O)c2n[nH]c(=O)c3ccccc23)CC1	-2%	?	10%
Cc1cccc(C(=O)NCC(c2ccco2)N2CCc3ccccc32)c1 (stereo unspecified)	-5%	?	-15%
CC(=O)Nc1cc(S(=O)(=O)Nc2cccc(C)c2)c(C)cc1C	12%	-13%	1%
CCNc1ncc2nc(-c3cccs3)c(=O)n(C)c2n1	nt	7%	-17%
COCCNC(=O)C1CCC(CNS(=O)(=O)c2cccc3nsnc23)CC1 (stereo unspecified)	-13%	-2%	0%
Cc1c(NC(=O)COC(=O)CSc2ccc([N+](=O)[O-])cc2)c(=O)n(-c2ccccc2)n1C	2%	-3%	1%
CC(=O)c1ccc(-n2ccc(=O)cc2)cc1	-14%	7%	1%
O=C(O)Cn1nnc(-c2cccs2)n1	0%	-6%	0%
COc1cc(CNCCN2CCOCC2)ccc1OCc1ccc(Cl)cc1	5%	18µM*	-10%
Cc1ccc(Cn2c(C)cc3c(c2=O)C(c2cccs2)C(C#N)=C(N)O3)cc1 (stereo unspecified)	9%	-2%	-3%
CCOC(=O)NC1(NCc2ccccc2)Oc2ccccc2O1	-9%	?	-7%
CCCCCCCNC(=O)C1(CC2CC(c3cccc(Br)c3)=NO2)CCN(C(=O)c2cc(OCC)c(OCC)c(OCC)c2)CC1 (stereo unspecified)	-4%	23µM*	-27%
Cc1cccc(C)c1NC(=O)CNC(=O)Cc1c[nH]c2ccccc12	8%	-4%	-7%
Cn1c(=O)c2c(nc(NCCCN3CCOCC3)n2Cc2cccc(Cl)c2)n(C)c1=O	-1%	?	3%
Cc1cccc(C)c1NC(=O)Cn1nnnc1N	4%	-7%	1%
Cc1ccc(CSc2nc(-c3ccccc3)c(C#N)c(=O)[nH]2)cc1	-17%	4%	-3%
C/C(=N\NC(=O)C1CC1)c1ccc(Cl)cc1	8%	7%	-3%
CCn1nnc2sc3c(c2c1=O)CCC(C)C3 (stereo unspecified)	-11%	-17%	-21%
COc1ccc(N2CCN(C(=O)COC(=O)CNC(=O)c3ccc(C)cc3)CC2)cc1	0%	-17%	4%
COc1ccc(NC(=O)C(NC(=O)/C=C\c2ccc3c(c2)OCO3)c2ccc(C)cc2)cc1 (stereo unspecified)	-4%	-9%	-9%
O=C(c1ccc(Cn2cc(Br)cn2)cc1)N1CCN(c2ccccc2)CC1	-14%	15µM*	-3%
COc1cccc(CNC(=O)Cc2ccc(OC)c(S(=O)(=O)N3CCOCC3)c2)c1	3%	1%	-2%
COc1ccc(C(=O)Nc2cc3cc(Cl)ccc3oc2=O)cc1OC	-8%	5.8µM*	-2%
Cc1cc2ncc(-c3ccc(Cl)cc3)c(N)n2n1	-5%	?	-1%
O=C(c1cccc(F)c1)N1CCC2(CCCN(Cc3ccccc3)C2)CC1	nt	12%	8%
COc1ccc(-c2cn3cccnc3n2)cc1NC(=O)Nc1cc(C)ccc1C	-16%	?	-9%
O=C(NCCN1CCCOC1=O)C(=O)NCCN1CCCOC1=O	-14%	7%	-18%
COc1ccc(S(=O)(=O)NC2(C(F)(F)F)N=C3SCCN3C2=O)cc1 (stereo unspecified)	6%	1%	9%
O=C(O)COc1cccc2ccccc12	12%	-4%	9%
Cc1cc(Cl)ccc1NC(=S)NCc1ccccc1Cl	-11%	?	-3%
C=CCOc1ccc(/C=C/C(=O)OCC(=O)NCC(=O)Nc2c(C)cc(C)cc2C)cc1	-1%	-23%	-2%
COc1oc(-c2ccc(Cl)cc2)nc1C(F)(F)F	-7%	2%	0%
Cc1ccc(Nc2nc(CSc3nnnn3-c3ccccc3)cs2)cc1	-3%	?	nt
CSc1ccc(S(=O)(=O)NC2CC2)cc1	-11%	-23%	-1%
Cc1ccc(CN2C(=O)C(CC(C)C)Nc3ncnc(N4CCN(c5ccccn5)CC4)c32)cc1 (stereo unspecified)	-20%	?	-19%
O=C1CC(c2ccccc2)Cc2[nH]c(=O)c(C(=O)Nc3cccc(F)c3)cc21 (stereo unspecified)	-1%	?	-15%
O=S1(=O)N[C@H](c2ccccc2)C[C@H](c2ccc(C(F)(F)F)cc2)O1	?	15µM*	0%
O=[N+]([O-])c1ccc(N/N=C\c2ccccc2OCc2ccccc2)cc1	-1%	?	-7%
CCOC(=O)c1c(C)c[nH]c1C	-2%	2%	-16%
Cc1ccc(CNS(=O)(=O)NCc2ccccc2F)cc1	-11%	-11%	3%
Next results follow.
SMILES	FEN1 inhibitor	DT40 TDP1 CPT	GCN5L2 inh
CCOc1ccc(C2C(C(=O)Nc3ccccc3)=C(C)Nc3nc(-c4ccccc4Cl)nn32)cc1OC (stereo unspecified)	-6%	?	-9%
Cc1ccc(C)c(-n2c(-c3csc(C)c3)n[nH]c2=S)c1	6%	-36%	-3%
CCc1ccc(OCc2n[nH]c(=S)n2Cc2ccccc2)cc1	-13%	?	4%
COc1ccc(S(=O)(=O)N(C)C)cc1NC(=O)CN1C(=O)NC2(CCCC2)C1=O	-13%	-6%	-3%
O=C(O)C1CCN(C(=O)c2cccc3ccccc23)CC1	-1%	2%	-3%
C#CCOCCOCCOCCNc1nc(N2CCN(C(=O)Cn3cc(CCO)nn3)CC2)nc(N2CCN(C(=O)Cn3cc(CCCN=C(N)N)nn3)CC2)n1	-6%	-17%	nt
C=CCOc1ccc(-c2nc3c(c(=O)[nH]c(=O)n3CCC)n2CCCC)cc1	3%	-2%	-4%
COc1ccccc1N(C)C(=O)c1cc(S(=O)(=O)N2CCc3ccccc32)cn1C	-10%	?	-64%
O=C(C1CCCO1)N1CCN(C(=S)Nc2ccccc2C(F)(F)F)CC1 (stereo unspecified)	-1%	17%	-6%
N/N=c1\sc2ccccc2n1-c1ccccc1	-6%	11%	-7%
CC1(C)Cc2c(cnn2-c2ccccc2)C(=O)/C1=N\NC(=O)c1ccccc1N	-4%	?	?
COc1ccc(-c2ncncc2-c2ccc(OC)c(OC)c2)c(O)c1	-9%	-11%	-20%
CC1CC1c1ccc(/C=C(\C#N)C(=O)Nc2ccc(Cl)cc2Cl)o1 (stereo unspecified)	11%	-15%	-6%
Cc1ccc(-n2cccc2/C=C2/NC(=O)N(CC(=O)Nc3cccc(C)c3)C2=O)cc1	-6%	5%	-8%
Cc1cccc(N(C(=O)c2ccc(CN3CCOCC3)o2)C(C(=O)NC2CCCCC2)c2ccc(F)cc2)c1 (stereo unspecified)	-1%	-13%	-5%
O=c1[nH]cc(I)cc1I	-1%	-2%	-1%
CCOC(=O)c1cccc(NC(=O)C2(S(=O)(=O)c3ccc(C)cc3)CC2)c1	-2%&-11%	-29%&-13%	-4%&-2%
NC(=O)c1c(N)sc2c1CCCC2	-14%	-4%	-8%
COc1ccc(C(=O)N=C2SC3CS(=O)(=O)CC3N2Cc2ccc(OC)c(OC)c2)cc1 (stereo unspecified)	-21%	-18%	-13%
COc1ccc(N(CC(=O)Nc2ccc3c(c2)OCO3)S(=O)(=O)c2ccccc2)c(OC)c1	-12%	21µM*	-10%
CCOc1ccc(Nc2nc(C)cc(C)c2C#N)cc1	-9%	-2%	9%
COc1ccc(OCC(=O)Nc2nnc3n2CCS3)cc1	22%	-9%	-13%
CCN(CCCNC(=O)Cn1ncc2c([nH]c3ccccc32)c1=O)c1cccc(C)c1	0%	-3%	0%
COc1cc(/C=C(\C#N)c2nc3ccc(C)cc3[nH]2)ccc1OCc1ccc(C)cc1	?	12µM*	-15%
COC(=O)C1=CNC=C(C(=O)OC)C1c1ccccc1Cl	-3%	-11%	-12%
C=CCn1c(SCn2nnc3ccccc3c2=O)nc2scc(-c3cccs3)c2c1=O	0%	9%	-6%
COc1ccccc1C(=O)NNC(=O)c1ccc2ccccc2c1	18%	-3%	0%
Cc1ccccc1C(=O)NNC(=O)c1cc(S(=O)(=O)N2CCOCC2)ccc1C	17%	-8%	0%
COc1ccc(CCn2c(-c3ccco3)nc3nc4ccccc4nc32)cc1	9%	16µM*	?
Cc1cc(C)cc(NS(=O)(=O)CCCS(=O)(=O)Nc2cc(C)cc(C)c2)c1	-23%	?	nt
Cc1cccc(C(=O)NCC(=O)NCC2COc3ccccc3O2)c1 (stereo unspecified)	-1%	20%	-2%

Structural class: those above containing fluorine.
SMILES	FEN1 inhibitor	DT40 TDP1 CPT	GCN5L2 inh
CCCC1=C(C(=O)OCC)C(c2ccc(F)cc2)n2ncnc2N1 (stereo unspecified)	0%	?	-9%
Cc1ccc2c(c1)N(C(=O)CCC(=O)NCc1ccccc1F)CC(C)O2 (stereo unspecified)	12%	-28%	-6%
Cc1ccc(CN2C(=O)CN(C3CCCCCC3)C(=O)C2c2ccc(F)cc2)cc1 (stereo unspecified)	1%	18µM*	-6%
O=C(c1cccc(F)c1)N1CCC2(CCCN(Cc3ccccc3)C2)CC1	nt	12%	8%
COc1ccc(S(=O)(=O)NC2(C(F)(F)F)N=C3SCCN3C2=O)cc1 (stereo unspecified)	6%	1%	9%
COc1oc(-c2ccc(Cl)cc2)nc1C(F)(F)F	-7%	2%	0%
O=C1CC(c2ccccc2)Cc2[nH]c(=O)c(C(=O)Nc3cccc(F)c3)cc21 (stereo unspecified)	-1%	?	-15%
O=S1(=O)N[C@H](c2ccccc2)C[C@H](c2ccc(C(F)(F)F)cc2)O1	?	15µM*	0%
Cc1ccc(CNS(=O)(=O)NCc2ccccc2F)cc1	-11%	-11%	3%
O=C(C1CCCO1)N1CCN(C(=S)Nc2ccccc2C(F)(F)F)CC1 (stereo unspecified)	-1%	17%	-6%
Cc1cccc(N(C(=O)c2ccc(CN3CCOCC3)o2)C(C(=O)NC2CCCCC2)c2ccc(F)cc2)c1 (stereo unspecified)	-1%	-13%	-5%

Screens from PubChem BioAssay.
